Bcl-W Bim block = human Bim-Bcl-W interaction inhibition. Q92843. inhibition, % at 10 µM. 0.02% of 190,000 active. AID 952. bead-based flow cytometry, Bim peptide-Bcl-W binding;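 further: 0% = bound tracer without compound and 100% = peptide blocker; higher means less fluorescent Bim peptide bound to Bcl-W beads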
Target sequence (Q92843 whole entry, looked up): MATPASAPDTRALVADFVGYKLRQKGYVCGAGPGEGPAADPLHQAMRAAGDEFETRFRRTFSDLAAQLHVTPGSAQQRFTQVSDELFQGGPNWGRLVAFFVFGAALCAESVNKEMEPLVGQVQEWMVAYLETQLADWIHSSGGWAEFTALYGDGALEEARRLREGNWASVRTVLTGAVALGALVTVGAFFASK
Bfl-1 Bim block = disrupts Bim binding to human Bfl-1. 0.12% of 190,000 active. inhibition, % at 10 µM. Bead-based flow cytometry, Bim-Bfl-1 binding inhibition;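 further: 0% = wells without compound plus tracer and 100% = blocker peptide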
Cdc42 wt = modulators (inhibitors or activators) of GTP binding to human Cdc42 wildtype; GST-Cdc42 beads, Bodipy-GTP binding, flow cytometry; actives lie on both sides; 0.2% of 190,000 active; percent activity (GTP binding), % at 10 µM; P60953;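 active means percent activity GTP binding at least 20 points away from the 100% baseline, either down as inhibitor or up as activator; inconclusive means compound flagged as likely green fluorescent from well-wide comparison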;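 further: median bead fluorescence of bound Bodipy-FL-GTP at 100 nM; 0% = excess unlabeled GTP control and 100% = no compound control; below 100% means less GTP binding so inhibitor and above means activator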
Target sequence (P60953 whole entry, looked up): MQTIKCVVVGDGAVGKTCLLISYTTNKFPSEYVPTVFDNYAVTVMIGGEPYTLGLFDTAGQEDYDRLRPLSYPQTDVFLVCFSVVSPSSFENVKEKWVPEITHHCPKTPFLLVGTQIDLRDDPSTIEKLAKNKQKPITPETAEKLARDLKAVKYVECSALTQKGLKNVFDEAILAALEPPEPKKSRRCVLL
Rab2 wt GTP = changes GTP binding to wildtype dog Rab2A, up or down; GST-Rab2 wt beads, Bodipy-GTP binding, flow cytometry; AID 760; GTP binding activity, % at 10 µM; 0.19% of 190,000 active; P61105;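 active means GTP binding activity at least 20 points away from 100%, either lowered or raised; inconclusive means signal likely due to the compound's own green fluorescence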;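 further: 0% = beads with excess unlabeled GTP and 100% = no-compound control corrected for plate trend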
Rab7 wt GTP bind = dog Rab7 wildtype GTP binding, inhibitors and activators; GST-Rab7 beads, fluorescent GTP binding, flow cytometry; actives lie on both sides; untreated = 100%, excess cold GTP = 0%; GTP binding activity (percent of control), % at 10 µM; 0.055% of 190,000 active;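 active means fluorescent GTP binding to Rab7 beads changed by at least 20 points from the 100% baseline, either direction, mostly lower; inconclusive means compound itself probably fluorescent, or too few beads counted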;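 further: median green fluorescence of bound Bodipy-FL-GTP per Rab7 bead population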
Bcl-B Bim block = human Bim-Bcl-B interaction inhibition; Q9HD36; bead-based flow cytometry, Bim peptide-Bcl-B binding; inhibition, % at 10 µM; 0.073% of 190,000 active; AID 951;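 further: 0% = tracer peptide without compound and 100% = reference inhibitor peptide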
Target sequence (Q9HD36 whole entry, looked up): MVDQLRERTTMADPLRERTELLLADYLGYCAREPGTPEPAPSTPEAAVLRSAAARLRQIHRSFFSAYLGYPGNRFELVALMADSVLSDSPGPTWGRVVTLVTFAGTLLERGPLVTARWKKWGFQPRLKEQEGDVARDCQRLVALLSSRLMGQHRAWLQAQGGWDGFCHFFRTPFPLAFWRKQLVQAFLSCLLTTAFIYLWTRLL
HRas wt GTP bind = modulators of GTP binding to human HRas wildtype | GTP binding activity, % at 10 µM | P01112 | 0.14% of 190,000 active | AID 759 | GST-Ras wt beads, Bodipy-FL-GTP binding, flow cytometry; actives lie on both sides;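 active means GTP binding activity at least 20% away from the 100% baseline, either lowered as inhibitor or raised as activator; inconclusive means flagged as likely green fluorescent, judged across all proteins in the well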;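 further: 0% = unlabeled GTP competition control and 100% = no-compound control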
Target sequence (P01112 whole entry, looked up): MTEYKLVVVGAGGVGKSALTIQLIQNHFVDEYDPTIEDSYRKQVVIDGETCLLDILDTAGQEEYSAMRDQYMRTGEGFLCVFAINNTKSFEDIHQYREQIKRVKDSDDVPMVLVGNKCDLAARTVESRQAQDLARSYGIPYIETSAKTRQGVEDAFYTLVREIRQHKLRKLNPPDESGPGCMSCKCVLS
Rac1 wt GTP bind = human Rac1 wildtype GTP binding, inhibitors and activators. P63000. GST-Rac1 beads, fluorescent GTP binding, flow cytometry; actives lie on both sides; 0 = cold GTP competed, 100 = untreated. GTP binding activity (% of control), % at 10 µM. 0.27% of 190,000 active. AID 757;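 active means GTP binding activity at least 20 points away from the 100% control level, either lower or higher; inconclusive means compound flagged as likely green fluorescent, judged across all proteins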
Bcl-2 Bim block = disrupts Bim peptide binding to human Bcl-2. P10415. 0.06% of 190,000 active. Bead-based flow cytometry, Bim peptide-Bcl-2 binding. inhibition, % at 10 µM; in the data active means inhibition above about 40%; inconclusive means no clear call, values can overlap the other calls;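 further: 0% = no compound wells with probe peptide and 100% = reference peptide inhibitor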
Bcl-XL Bim block = disrupts Bim peptide binding to human Bcl-XL | inhibition, % at 10 µM | Q07817 | 0.04% of 190,000 active | bead flow cytometry, fluorescence
Target sequence (Q07817 whole entry, looked up): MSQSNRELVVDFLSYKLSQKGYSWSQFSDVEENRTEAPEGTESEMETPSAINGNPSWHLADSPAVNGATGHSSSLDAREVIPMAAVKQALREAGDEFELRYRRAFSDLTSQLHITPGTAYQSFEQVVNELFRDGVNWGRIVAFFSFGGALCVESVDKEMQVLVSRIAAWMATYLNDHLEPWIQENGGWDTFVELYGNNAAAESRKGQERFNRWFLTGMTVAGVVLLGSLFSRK
Rac1 mut GTP = human Rac1 activated mutant GTP binding change | P63000 | GST-Rac1 activated beads, fluorescent GTP binding, flow cytometry; actives lie on both sides; 100% means binding = to untreated wells | percent activity (GTP binding), % at 10 µM | 0.11% of 190,000 active | AID 764;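 active means GTP binding at least 20 percentage points away from the 100% baseline, in either direction, so actives lie on both sides; inconclusive means Compound likely fluorescent itself, or too few beads counted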
* = called active by the depositor; u = inconclusive. Unless noted, no stated cut-off is given here; in the data, active means inhibition above about 40%.

SMILES | Bcl-W Bim block | Bfl-1 Bim block | Cdc42 wt | Rab2 wt GTP | Rab7 wt GTP bind | Bcl-B Bim block | HRas wt GTP bind | Rac1 wt GTP bind | Bcl-2 Bim block | Bcl-XL Bim block | Rac1 mut GTP
Cc1ccsc1/C=N\NC(=O)Cn1nnc2ccccc21 | -4 | -7 | 101 | 100 | 95 | -6 | 97 | 101 | -5 | -4 | 102
Cc1cc(N)n(-c2ccccc2C)n1 | -5 | -9 | 94 | 96 | 102 | -7 | 98 | 96 | -2 | -2 | 95
Cc1ccc(-n2c3c(cc(C(=O)N4CCN(C)CC4)c2=O)C(=O)CC(C)(C)C3)cc1 | -7 | -12 | 100 | 99 | 98 | -6 | 98 | 104 | -12 | -11 | 96
CC(=O)c1sc(NC(=O)COc2ccc(C(C)C)c(C)c2)nc1C | 0 | 4 | 91 | 94 | 94 | 2 | 90 | 92 | 3 | 1 | 93
Cc1cc2oc(=O)cc(CN3CCCCC3)c2cc1C(C)C | 0 | -11 | 97 | 98 | 100 | -8 | 97 | 94 | -7 | -2 | 95
O=C(Nc1cccc([N+](=O)[O-])c1)N1CCN(c2ccccc2)CC1 | 2 | -3 | 97 | 96 | 98 | 0 | 96 | 99 | 2 | 2 | 93
CCCN1C(=O)c2ccc(C(=O)NC3CCCCC3)cc2C1=O | 3 | -4 | 102 | 99 | 99 | -5 | 100 | 104 | -1 | -6 | 100
Cc1noc(C)c1COc1cccc(C(=O)OC(C)C(=O)Nc2ccc3c(c2)OCO3)c1 (stereo not given) | 2 | -9 | 100 | 98 | 100 | -7 | 98 | 101 | -7 | -6 | 99
CNC(=O)CCc1nc(-c2ccc(C(C)(C)C)cc2)no1 | -2 | 2 | 101 | 101 | 103 | -2 | 102 | 100 | 0 | -3 | 95
CC(C)(C)c1ccc(C2(C)NC(=O)N(CC(=O)c3ccc[nH]3)C2=O)cc1 (stereo not given) | 0 | 0 | 98 | 98 | 99 | -2 | 97 | 100 | -2 | 3 | 97
Cc1cc(Cl)ccc1NC(=S)N1CCOCC1 | -6 | -15 | 101 | 102 | 102 | -11 | 103 | 106 | -4 | -8 | 101
CC(=O)C(Sc1ccc2nnc(-c3ccc(F)cc3)n2n1)C(C)=O | 2 | -3 | 106 | 102 | 102 | -15 | 102 | 106 | -5 | -4 | 101
Cc1cc(-c2ccccc2)nc(SCc2ccc(C(=O)O)o2)n1 | 6 | -5 | 102 | 100 | 101 | -3 | 102 | 107 | 0 | 3 | 99
O=C(Nc1nc2ccccc2s1)C1CC(=O)N(c2ccc(Br)cc2)C1 (stereo not given) | -1 | -19 | 99 | 100 | 98 | -8 | 99 | 102 | -9 | -8 | 95
Clc1ccc(-c2nn3cnnc3s2)c(Cl)c1 | 7 | -6 | 105 | 107 | 107 | -12 | 106 | 108 | -10 | 0 | 99
O=C(COC(=O)c1ccc([N+](=O)[O-])s1)NCc1ccc(F)cc1 | 0 | -1 | 98 | 96 | 103 | -6 | 97 | 104 | 0 | -5 | 99
O=C(NNC(=S)NCc1ccccc1)c1cccc([N+](=O)[O-])c1 | -2 | 0 | 84 | 85 | 89 | -4 | 86 | 87 | 0 | 2 | 83
COc1ccc(OC)c(NC(=O)C2CCCNC2=O)c1 (stereo not given) | 0 | -8 | 103 | 99 | 99 | -6 | 100 | 106 | -2 | -1 | 101
Cc1cc(C=NCCCO)c(C)n1-c1cc(Cl)ccc1Cl | 0 | 4 | 97 | 96 | 95 | 0 | 95 | 97 | 1 | 0 | 94
CCN(CC)CCCN(Cc1cc2cc3c(cc2[nH]c1=O)OCO3)C(=S)NCc1ccco1 | -6 | -1 | 97 | 100 | 104 | -7 | 101 | 98 | -5 | -4 | 97
CC1=CC2=NC(=O)/C(=C\c3cc(C)n(-c4ccccc4)c3C)C(=N)N2O1 | 19 | 23 | 98 | 98 | 95 | 17 | 97 | 102 | 20 | 27 | 98
COC(=O)Cn1c(=NC(=O)c2cc(OC)c(OC)c(OC)c2)sc2cc(OC)ccc21 | -4 | -18 | 100 | 99 | 99 | -5 | 100 | 103 | -8 | -3 | 100
CCOC(=O)Cn1c(Br)nc2c1c(=O)[nH]c(=O)n2C | 0 | -5 | 105 | 103 | 102 | -1 | 104 | 108 | 0 | 0 | 105
COc1ccc(Nc2nc(Nc3ccc(OC)cc3)nc(SC3=NCCS3)n2)cc1 | 1 | 0 | 103 | 97 | 95 | 4 | 99 | 104 | -2 | 0 | 100
CCOC(=O)N1CCC(NC(=O)Cn2ncc3c2-c2cc(C)ccc2OC3)CC1 | 2 | -9 | 105 | 102 | 106 | -6 | 105 | 106 | -1 | -3 | 101
SMILES | Bcl-W Bim block | Bfl-1 Bim block | Cdc42 wt | Rab2 wt GTP | Rab7 wt GTP bind | Bcl-B Bim block | HRas wt GTP bind | Rac1 wt GTP bind | Bcl-2 Bim block | Bcl-XL Bim block | Rac1 mut GTP
O=C(O)Cn1ncc2c1-c1ccoc1CC2 | 1 | -4 | 98 | 99 | 98 | -4 | 98 | 97 | -5 | 0 | 96
COc1ccc2oc(C(=O)OCC(=O)NC(=O)NC(C)C)c(C)c2c1 | 2 | -8 | 97 | 100 | 101 | -9 | 100 | 102 | -6 | -4 | 97
CC(=O)N1c2ccccc2N2C(c3c(C)c(C)cc(C)c3C)=NON12 | 0 | 0 | 92 | 90 | 88 | 0 | 90 | 92 | 0 | -2 | 93
CCCCOc1ccc(/C=C/C(=O)OCC(=O)c2c(N)n(C)c(=O)n(C)c2=O)cc1OCC | 2 | -4 | 93 | 97 | 101 | 0 | 90 | 92 | -2 | 2 | 90
O=c1ncn(-c2ccc(F)cc2)c2ncccc12 | -3 | 0 | 94 | 99 | 94 | -2 | 99 | 102 | -5 | 0 | 98
Cn1c(=O)[nH]c(=O)c2c1nc(Br)n2CCCSc1nc2ccccc2o1 | -1 | 0 | 96 | 97 | 97 | 0 | 97 | 99 | 0 | -4 | 95
Cc1ccc([N+](=O)[O-])cc1-c1ccc(/C=N/NC(=O)c2cc3c(ccc4ccccc43)o2)o1 | 7 | -7 | 98 | 95 | 101 | -3 | 102 | 100 | -5 | 7 | 94
CCN(CC)CCN1C(=O)c2ccccc2NC1c1ccc(N(C)C)cc1 (stereo not given) | 4 | -9 | 103 | 102 | 103 | -2 | 102 | 107 | -4 | -4 | 99
Cc1ccc(-c2nc(C#N)c(NCCN3CCCCC3)o2)cc1 | 3 | -3 | 106 | 101 | 97 | 0 | 103 | 104 | 1 | -2 | 102
CCOc1cc(/C=N\NC(=O)Cc2ccccc2)ccc1OCC(=O)Nc1ccc(C)c(C)c1 | -1 | -13 | 98 | 97 | 97 | -12 | 95 | 97 | -11 | -4 | 97
c1ccc2c(Nc3nnc(-c4ccncc4)s3)cccc2c1 | -3 | -3 | 97 | 93 | 98 | -9 | 97 | 94 | -1 | -5 | 97
O=C(O)c1cc2ccc3ccccc3c2oc1=O | -1 | 1 | 96 | 92 | 96 | 0 | 98 | 92 | 8 | -3 | 93
Cc1cc(C)n(-c2ccc(F)cc2)c(=O)c1C(=O)O | 3 | -6 | 96 | 94 | 94 | -7 | 94 | 96 | -2 | 3 | 96
Oc1ccc(Br)cc1/C=N/n1cnc2ccccc21 | 5 | -11 | 99 | 104 | 105 | -12 | 105 | 109 | -10 | -5 | 103
O=C(O)C1C2C=CC(O2)C1C(=O)Nc1ccccc1C(F)(F)F (stereo not given) | 0 | -11 | u | u | u | -4 | u | u | -4 | 0 | u
C=CCN=C(NC#N)SCC(=O)c1cccc(OC)c1 | -2 | 1 | 102 | 102 | 96 | -3 | 101 | 102 | 4 | -6 | 100
C=CCSc1nnc(-c2ccccc2NC(=O)CC)c(=O)[nH]1 | -1 | 0 | 104 | 104 | 102 | 1 | 104 | 100 | 1 | 2 | 99
CCOc1ccc(CN2CCN(Cc3cnc(N4CCOCC4)s3)CC2CCO)cc1 (stereo not given) | 1 | -5 | 98 | 102 | 105 | -2 | 102 | 105 | -1 | -1 | 98
CCCn1c(=O)[nH]c(=O)c2c1nc(-c1ccccc1)n2CCN1CCOCC1 | -1 | -15 | 99 | 100 | 97 | -7 | 100 | 101 | -3 | -2 | 99
CC(O)CNc1nc2c(c(=O)n(C)c(=O)n2C)n1CCc1ccccc1 (stereo not given) | 6 | -9 | 104 | 101 | 100 | -4 | 102 | 101 | -6 | 3 | 99
Cn1cnnc1SCc1nnc(-c2ccccc2Br)o1 | 0 | -4 | 86 | 90 | 95 | 2 | 92 | 87 | 0 | 4 | 93
O=C(NCc1cccs1)c1ccc2ccccc2n1 | 0 | -5 | 96 | 100 | 105 | -8 | 102 | 104 | -2 | -2 | 96
CCN(CC)c1ccc(C2CC(=O)NC3=C2C(=O)CC(C)(C)C3)cc1 (stereo not given) | 5 | -4 | 102 | 100 | 101 | -6 | 102 | 106 | 0 | -3 | 100
CCOC(=O)c1c(-c2ccccc2)csc1NC(=O)C(C)NCCCN1CCOCC1 (stereo not given) | 0 | -9 | 95 | 97 | 102 | -6 | 102 | 101 | -2 | -1 | 95
CN(C)C(=C(C#N)C#N)N1CCN(c2ccc(Cl)c(Cl)c2)CC1 | 0 | 0 | 102 | 99 | 97 | -1 | 102 | 101 | 0 | 0 | 100
SMILES | Bcl-W Bim block | Bfl-1 Bim block | Cdc42 wt | Rab2 wt GTP | Rab7 wt GTP bind | Bcl-B Bim block | HRas wt GTP bind | Rac1 wt GTP bind | Bcl-2 Bim block | Bcl-XL Bim block | Rac1 mut GTP
CCOC(=O)CSc1nnc(NC(=O)c2cccc([N+](=O)[O-])c2)s1 | -4 | -4 | 102 | 95 | 99 | -8 | 100 | 107 | -2 | -7 | 97
O=C(CCSc1ccc(Cl)cc1)Nc1cccnc1 | 1 | -1 | 99 | 101 | 104 | -4 | 101 | 104 | 0 | -5 | 97
O=C(c1cccs1)n1nc(NCc2ccccc2)nc1NCc1ccccc1 | 0 | -3 | 99 | 98 | 103 | -7 | 97 | 103 | -3 | -5 | 98
O=C(COC(=O)c1ccc(S(=O)(=O)N2CCOCC2)cc1)NC1CCCCCC1 | -3 | -2 | 104 | 102 | 95 | 0 | 103 | 100 | -2 | -1 | 100
CCOC(=O)c1cnc(-c2ccccc2)nc1Oc1cccc(Cl)c1 | 0 | -15 | 100 | 99 | 100 | -10 | 99 | 105 | -11 | -8 | 100
CC(C)c1onc(C(=O)NCCc2ccccc2)c1[N+](=O)[O-] | -2 | -5 | 97 | 96 | 98 | -4 | 95 | 96 | 0 | -5 | 95
Cc1ccc(Nc2cc(=O)[nH]c(=O)[nH]2)cc1C | -4 | -1 | 96 | 101 | 101 | -1 | 96 | 97 | -2 | -3 | 94
COC(=O)c1nnn(-c2nc(N3CCOCC3)nc(N3CCOCC3)n2)c1C | -5 | 0 | 93 | 96 | 103 | -5 | 94 | 94 | 6 | -5 | 92
O=C(c1cccs1)N1CCN=C1SCc1cccnc1 | -9 | -20 | 103 | 103 | 100 | -11 | 101 | 104 | -16 | -16 | 101

Source: PubChem (NMMLSC)
